Screens from PubChem.
Tn7 DDE FP: DD(E)-Tn7 binding inhibition, primary FP screen; P02675; FP displacement of FITC-Tn7 peptide from fibrin DD(E); 0% = median of compound wells per plate; inhibition, % at 8.3 µM; 370,000 compounds, 0.13% hits; AID 720508;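 active = inhibition above the mean of compounds falling within the control limits plus 3 SD of them, cut at about 14% in these data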;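 note: 0% = plate median of compound wells and 100% = 10 µM Aha-Tn7 peptide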
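Assay system: human fibrin DD(E). Input: DD(E) 2 µM final. Medium: Tris buffer with calcium and detergent, pH 7.8. Compound dosing: single point at 8.3 µM. Timing: 10 min plus 3 h, room temperature. Technique: fluorescence polarization of the labelled Tn7 tracer. Read-out: percent inhibition. Replicates: singlicate testing.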
LEDGF integ inh: blocks HIV-1 LEDGF/p75-dependent DNA integration; inhibition, % at 3.7 µM; 370,000 compounds, 0.64% hits; AID 743269; TR-FRET IN-LEDGF/p75 DNA integration, Eu/Cy5;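 active = inhibition above the screen-wide mean plus 3 SD, cut at about 13% in these data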;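 note: signal is the Cy5 over europium emission ratio at 671 and 618 nm; 0% = plate median of compound wells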
ADAM17 inh: inhibits human ADAM17; P78536; recombinant ADAM17, EDANS/DABCYL FRET peptide cleavage; inhibition, % at 6.95 µM; 370,000 compounds, 0.83% hits; AID 720648;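 active = inhibition above the mean of compounds lying between control limits plus 3 SD, set per campaign, cut at about 8.5% in these data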;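 note: 0% = DMSO-only wells as the low control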
DDE Tn6 FP inh: inhibitors of Tn6 peptide binding to human fibrin DD(E). P02675. Fibrin DD(E) TRITC-Tn6 fluorescence polarization displacement. inhibition, % at 8.3 µM. 370,000 compounds, 0.21% hits;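 active = inhibition above a per-campaign cutoff: mean of compounds within control limits plus 3 SD, cut at about 15% in these data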;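 note: 0% = median of all compound wells on the plate and 100% = blocking peptide control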
TDP2 inh: blocks human TDP2 phosphodiesterase activity. O95551. recombinant TDP2, T5PNP hydrolysis, p-nitrophenol absorbance 415 nm. inhibition, % at 12.8 µM. 370,000 compounds, 0.34% hits. AID 720702;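 active = inhibition above the mean of all tested compounds plus 3 SD, set per campaign, cut at about 25% in these data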;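 note: 0% = DMSO with enzyme and 100% = buffer with substrate but no TDP2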
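Evaluation: % inhibition relative to enzyme-containing and enzyme-free wells. Material: recombinant human TDP2. Benchmarks: enzyme-free and DMSO wells. Timing: enzyme reaction with compound for 2 h at 37 °C. Compound dosing: 12.8 µM only. Measured by: p-Nitrophenol epi absorbance. Reagent: T5PNP substrate at 5 mM, a TopII-DNA adduct mimic. Replication: single well per compound.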
KLK7 zymogen act: activates the human kallikrein-7 zymogen; 370,000 compounds, 0.9% hits; purified proKLK7, EDANS-DABCYL substrate fluorescence; 100% is mature enzyme control, 0% vehicle; AID 652039; activation, % at 7 µM;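 active = activation above the mean of all tested compounds plus 3 SD, computed per campaign excluding outliers beyond control limits, cut at about 13% in these data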
ASAP1 inh: ASAP1 ArfGAP inhibition; AID 624377; 360,000 compounds, 0.19% hits; ASAP1-stimulated ARF1 GTP hydrolysis, GDP FP detection; inhibition, % at 16.5 µM; in the data active = inhibition above about 25%;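 note: 0% = vehicle with enzyme and substrate and 100% = no enzyme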
PLCg1 inh: inhibitors of human phospholipase C gamma1; P19174; purified PLC-gamma1, fluorogenic substrate, fluorescence; inhibition, % at 12.2 µM; 370,000 compounds, 0.84% hits; in the data active = inhibition above about 9.5%
ADAM10 inh: inhibitors of human ADAM10; O14672; AID 720582; 370,000 compounds, 0.62% hits; inhibition, % at 7 µM; recombinant ADAM10, EDANS/DABCYL FRET peptide cleavage, 3 h;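 active = inhibition above a per-campaign cutoff equal to the mean of compounds falling between control-based bounds plus 3 SD, cut at about 20% in these data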;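 note: 0% = DMSO wells while the 100% control is not disclosed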
ARFGAP1 inh: inhibitors of rat ARFGAP1; Q62848; 360,000 compounds, 0.26% hits; Arfgap1-stimulated ARF1 GTP hydrolysis, GDP FP detection; inhibition, % at 16.5 µM;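 active = inhibition above a per-plate limit, mean inhibition of low control wells plus 3 SD, cut at about 25% in these data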;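 note: 0% = DMSO wells with enzyme and 100% = wells lacking Arfgap1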
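material = rat Arfgap1 catalytic domain, aa 1-136 | also added = human ARF1(Δ1-17)-GTP substrate | compound dosing = one concentration, 16.5 µM, DMSO 1.26% | times = GTP hydrolysis reaction 2 h at 25 °C | measured by = FP, GDP Alexa 633 tracer displaced from anti-GDP antibody, 620/688 nm | evaluation = percent inhibition of Arfgap1-stimulated GTP hydrolysis | replication = single well per compound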
Starred values were filed as active, the others as inactive; . = no result given.

No.	ADAM10 inh	ADAM17 inh	KLK7 zymogen act	ASAP1 inh	ARFGAP1 inh	Tn7 DDE FP	PLCg1 inh	TDP2 inh	DDE Tn6 FP inh	Molecule	LEDGF integ inh
1	6	2	0.9	.	.	4	-3	0	-10	CCOC(=O)Cn1cc(CN2C(C(=O)OC)CN(Cc3ccc(C)cc3)CCS2(=O)=O)nn1 (stereo not drawn)	1
2	-1	3	-0.1	18	18	-2	2	-14	2	CCOP(=O)(OCC)C(Nc1cccc(C(F)(F)F)c1)c1ccc(C)cc1 (stereo not drawn)	-2
3	-50	-14	-1.3	-3	-2	-5	-98	7	-6	N#Cc1c(N2CCCCC2)nc(N2CCCCC2)c2c1CCN(Cc1ccccc1)C2	-3
4	-8	-4	-0.7	-6	7	1	0	0	-8	Cc1ccc(Nc2c3c(nc4ncnn24)CC(C)CC3)cc1 (stereo not drawn)	1
5	-19	-7	0.7	8	2	2	-24	-2	12	CCN1CCc2nc3ccccc3c(C(=O)Nc3ccc(C#N)cc3)c2C1	-5
6	7	-2	0.1	4	-8	0	7	-11	-2	Cn1nc(C(=O)NNC(=O)c2ccc(Cl)c(S(N)(=O)=O)c2)c2ccccc2c1=O	2
7	-6	2	0.2	-14	2	0	-1	2	-3	CCN1CCN(c2ccc(S(=O)(=O)N3CCOCC3)cc2NC(=O)CCSC)CC1	-2
8	7	-4	-0.7	7	5	-2	0	14	1	CCOC(=O)C1=C(c2ccccc2)NC(=O)NC1c1cc(OC)c(OC)cc1OC (stereo not drawn)	1
9	-3	-5	-0.1	-3	23	1	1	3	6	CC(=O)N(CCS(=O)(=O)c1ccc(Cl)cc1)Cc1cccs1	1
10	-4	-2	0.3	2	11	3	0	14	2	CCOC(=O)CN(C(=O)COc1nc(-c2ccccc2)cc(C)c1C#N)c1ccccc1	-4

No.	ADAM10 inh	ADAM17 inh	KLK7 zymogen act	ASAP1 inh	ARFGAP1 inh	Tn7 DDE FP	PLCg1 inh	TDP2 inh	DDE Tn6 FP inh	Molecule	LEDGF integ inh
11	-2	-2	0.9	-3	2	0	-5	10	-2	CN(C)Cc1ccccc1CNC(=O)c1cccc(S(=O)(=O)Nc2ccc3c(c2)OCO3)c1	-3
12	-5	-2	-0.2	-12	4	1	-1	-2	9	c1ccc(CC(Nc2ccccn2)c2ccccc2)cc1 (stereo not drawn)	4
13	-5	-4	-0.3	3	-2	-10	-2	7	3	CSc1nnc(C(C)(C)C)c(=O)n1/N=C/c1ccccc1O	0
14	-6	0	0.1	-5	0	3	-1	-8	4	CCOn1c(=O)c(=O)n(OC)c2ccccc21	-1
15	0	1	0.5	-10	1	0	0	1	7	Cc1cc(C)c(SCCc2ccncc2)c(C)c1	-1
16	9	9.9*	-1.5	7	0	-5	5	-13	-1	COc1ccc(C)cc1N(C(=O)c1ccccc1)c1nc2ccccc2s1	-2
17	-9	-1	-0.2	2	-7	0	0	0	1	CCN(C(=O)COC(=O)/C=C/c1cccc([N+](=O)[O-])c1)c1c(N)n(Cc2ccccc2)c(=O)[nH]c1=O	3
18	-3	-3	-0.3	3	4	2	-1	2	2	OC(COCc1cccs1)CN1CCCCCC1 (stereo not drawn)	-3
19	11	2	-0.2	4	6	0	0	12	13	CN(c1ccccc1)S(=O)(=O)c1cccc(NC(=O)Cn2cnc3ccccc3c2=O)c1	1
20	3	-1	-0.4	5	11	-7	0	-11	4	CC1=C(C(=O)N2CCCCCC2)CC(CC(=O)NCC2CCCCC2)C(=O)N1CCCN1CCCC1=O (stereo not drawn)	0

No.	ADAM10 inh	ADAM17 inh	KLK7 zymogen act	ASAP1 inh	ARFGAP1 inh	Tn7 DDE FP	PLCg1 inh	TDP2 inh	DDE Tn6 FP inh	Molecule	LEDGF integ inh
21	-3	-5	-0.4	-12	-4	2	-2	0	2	COC(=O)c1ccc(NC(=O)CCn2c(=O)oc3ccccc32)cc1	1
22	-1	-1	-0.3	7	-4	0	3	6	-6	CCOC(=O)[C@]12CCC=C1N(Cc1ccc(Cl)cc1Cl)C(=O)[C@H](CC(=O)NCC1CCCCC1)C2	-1
23	-12	-1	0.0	13	15	2	3	1	-1	CCn1cnc2cc(NC(=O)c3cccs3)ccc21	-6
24	-9	-2	-1.1	6	7	-8	1	-2	4	Cc1ccc(N2CC(C(=O)NC3CC3)CC2=O)cc1Cl (stereo not drawn)	-2
25	13	0	0.2	-8	-10	-2	2	-5	-4	CCOc1ccc(NC(=O)CN(C)C(=O)c2cccnc2Sc2ccc(C)c(C)c2)cc1OCC	3
26	-3	0	0.5	3	0	-1	-1	12	4	CC(C)c1ccc(/C=C2\C(=O)N(CCN3CCOCC3)C(=S)N2C)cc1	-1
27	0	3	0.1	20	2	2	2	-10	6	COc1ccc(S(=O)(=O)N2CCC(C(=O)NCc3cccnc3)CC2)cc1OC	1
28	-7	-5	-0.8	-9	4	0	2	-16	-5	CCN(CC(=O)NCC(=O)Nc1cccc(C)c1C)Cc1ccccc1	-7
29	7	-4	-1.0	3	-10	0	1	4	8	CN1C(N)=NC(=O)/C1=C/c1ccccc1F	1
30	-2	-4	-0.5	10	16	4	-12	-12	-9	Cc1cccc2c(=O)c(-c3ccc(Cl)cc3)c(NC(=O)c3ccco3)oc12	3

No.	ADAM10 inh	ADAM17 inh	KLK7 zymogen act	ASAP1 inh	ARFGAP1 inh	Tn7 DDE FP	PLCg1 inh	TDP2 inh	DDE Tn6 FP inh	Molecule	LEDGF integ inh
31	9	5	0.1	3	-4	4	2	2	4	CCCNC(=O)c1ccc(N2CCC3(CC2)CC(c2cccc(Br)c2)=NO3)c([N+](=O)[O-])c1	0
32	-6	0	-0.2	7	-8	0	0	-3	8	COc1ccc(-c2cn3c(C)c(C(=O)N4CCN(c5ccccc5F)CC4)sc3n2)cc1	-4
33	-6	0	-0.5	6	5	1	5	4	5	O=S(=O)(c1ccc(F)cc1)c1nc(-c2ccccc2F)oc1N1CCCCC1	-6
34	-15	-3	-1.3	0	11	-7	-4	-6	5	COc1ccc(CC(=O)N(C)CC(=O)Nc2ccccc2Cl)cc1S(=O)(=O)N1CCOCC1	-6
35	-1	2	-0.9	-9	-5	-1	3	0	1	Cc1nc(NS(=O)(=O)c2ccccc2)sc1C(C)(C)C	0
36	-1	-1	-0.2	6	9	-9	-1	-5	-5	Oc1ccc(N2CCN(c3ccnc4cc(Cl)ccc34)CC2)cc1	-1
37	8	4	.	.	.	-7	-3	6	2	Fc1ccc(CC2CCN(c3ncnc4sccc34)CC2)cc1	2
38	-8	-4	0.3	3	4	0	1	8	-4	ClC(Cl)(Cl)c1nc2ccccc2n2nncc12	0
39	-5	-5	-0.5	8	3	3	-2	-4	2	C=CCN1[C@@H](C)[C@H](c2ccccc2)Oc2cccc(N3CCCC(C)C3)c2S1(=O)=O (stereo partly drawn)	-1
40	-18	-3	-0.4	5	0	-9	-4	-7	-5	O=C(COC(=O)c1ccc(F)c(S(=O)(=O)N2CCOCC2)c1)Nc1ccc2[nH]c(=O)[nH]c2c1	1

Retrieved by structure from the entries so far:
No.	ADAM10 inh	ADAM17 inh	KLK7 zymogen act	ASAP1 inh	ARFGAP1 inh	Tn7 DDE FP	PLCg1 inh	TDP2 inh	DDE Tn6 FP inh	Molecule	LEDGF integ inh
34	-15	-3	-1.3	0	11	-7	-4	-6	5	COc1ccc(CC(=O)N(C)CC(=O)Nc2ccccc2Cl)cc1S(=O)(=O)N1CCOCC1	-6
40	-18	-3	-0.4	5	0	-9	-4	-7	-5	O=C(COC(=O)c1ccc(F)c(S(=O)(=O)N2CCOCC2)c1)Nc1ccc2[nH]c(=O)[nH]c2c1	1
31	9	5	0.1	3	-4	4	2	2	4	CCCNC(=O)c1ccc(N2CCC3(CC2)CC(c2cccc(Br)c2)=NO3)c([N+](=O)[O-])c1	0
36	-1	-1	-0.2	6	9	-9	-1	-5	-5	Oc1ccc(N2CCN(c3ccnc4cc(Cl)ccc34)CC2)cc1	-1

Next section
No.	ADAM10 inh	ADAM17 inh	KLK7 zymogen act	ASAP1 inh	ARFGAP1 inh	Tn7 DDE FP	PLCg1 inh	TDP2 inh	DDE Tn6 FP inh	Molecule	LEDGF integ inh
41	-42	-17	0.1	-11	16	-2	-9	19	6	COc1ccc(C(=O)CN2CCN(CCN3C(=O)c4cccc5cccc(c45)C3=O)CC2)cc1	-1
42	1	0	0.1	-9	11	-7	4	-16	-6	Cc1cc(C(=O)N/N=C\c2ccc(COc3ccc([N+](=O)[O-])cc3)o2)ccc1[N+](=O)[O-]	0
43	10	3	0.4	7	5	-11	4	-3	-8	O=C(COC(=O)c1ccc(CNS(=O)(=O)c2ccc(F)c(Cl)c2)cc1)NC1CCCCCCC1	2
44	-5	1	0.1	-7	0	2	-3	0	-5	COC(=O)C1=C[C@@H](C(=O)OC)[C@@H]2C3=C(C(=O)[C@@]2(C)NC(=O)c2ccccc2)[C@H](c2ccccc2)[C@@H]2C(=O)NC(=O)[C@@H]2[C@@H]3C1	1
45	-11	-4	-0.3	10	4	4	0	0	5	CN(C)C1CN(Cc2cn(Cc3ccc(F)cc3)nn2)S(=O)(=O)C1 (stereo not drawn)	3
46	-11	-4	0.3	-5	7	-2	0	5	2	COC(=O)C(NC(=O)CSc1nc(N)cc(=O)[nH]1)c1ccccc1 (stereo not drawn)	-4
47	9	3	-0.1	3	7	2	-17	-11	-5	NS(=O)(=O)c1ccc(N/N=C/c2ccccc2Br)cc1	-1
48	-28	-13	2.2	-13	-6	3	-8	0	1	Cc1ccc2oc(-c3ccccc3)c(C(=O)O)c(=O)c2c1	-3
49	-5	-2	0.5	7	-2	-6	3	7	-9	C[C@H](NC(=O)C1(c2ccccc2)CCN(C(=O)OC(C)(C)C)CC1)C(=O)N[C@@H](C(=O)O)c1ccccc1	-1
50	1	3	-0.6	-1	4	-4	5	-7	-1	CC[C@@H](CC1CCCCC1)C(=O)N(Cc1ccccc1)c1ccccc1	-2
51	2	3	0.6	3	4	8	-6	-2	3	CN(c1cccnc1)c1ccc(NC(=O)Cc2cn(Cc3ccccc3)c3ccccc23)cc1Br	0
